Screens (PubChem)
JMJD2A Tudor: inhibitors of human JMJD2A Tudor domain. AlphaScreen JMJD2A-Tudor / H3K4me3 peptide binding. Potency, µM (series often up to 114 µM), for inactives: at the highest dose activity change, negative = inhibition, hits mostly inhibitors. 390,000 tested, 4.4% active. AID 504339; further: potency means the concentration at half of the fitted maximal effect; on the % scale 0 is the no-effect control and ±100 the full control effect; nearly all actives have a fitted effect of over 50% in size
HP1b chromo inh: HP1-beta chromodomain-methylated histone interaction inhibition; AlphaScreen HP1-beta / biotin-H3K9me3 peptide binding; Potency, µM (doses to about 114 µM), for the others: at the top dose activity change, negative = inhibition, actives largely listed as inhibitors; AID 540317; 390,000 tested, 0.56% active; further: potency means the concentration at half of the fitted maximal effect; nearly all actives have a fitted effect of over 70% in size; inactives centre near 23
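Compound inhibition of the preformed complex between 50 nM HP1-beta and 50 nM biotinylated H3K9me3 peptide was read by AlphaScreen. Buffer was PBS pH 7.4 with 0.01% Tween-20. Incubations ran 30 min at room temperature, with 10 ug/mL donor/acceptor beads.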
PI4K2A inh: PI4K2A (human) kinase inhibition; Q9BTU6; purified PI4K2A, ADP-Glo luminescence, 1 h; active compounds read low; activity change, negative = inhibition, % at 76.9 µM; 420,000 tested, 0.13% active; in the data active means activity change below about -50%; inconclusive means mostly about -30% to -49%;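 further: -100% = wells without enzyme as full effect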
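PI4K2A activity was measured by ADP-Glo luminescence: enzyme (4 ug/mL stock) and phosphatidylinositol (1.2 mM stock) in Tris pH 7.5/MgCl2/EGTA/Triton X-100 buffer were reacted with ATP (300 microM stock) for one hour at ambient temperature.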
G9a inh: G9a (human) methyltransferase inhibition; Q96KQ7; G9a H3K9 monomethylation, AlphaScreen, 2 h; Potency, µM (series often up to 102 µM), for the others: at the top dose activity, negative = inhibition, actives largely listed as inhibitors; 350,000 tested, 8.8% active; AID 504332; further: potency means the concentration at half of the fitted maximal effect; on the % scale 0 is the no-effect control and ±100 the full control effect; nearly all actives have a fitted effect of over 75% in size
Target sequence (Q96KQ7 913-1193 limits assumed): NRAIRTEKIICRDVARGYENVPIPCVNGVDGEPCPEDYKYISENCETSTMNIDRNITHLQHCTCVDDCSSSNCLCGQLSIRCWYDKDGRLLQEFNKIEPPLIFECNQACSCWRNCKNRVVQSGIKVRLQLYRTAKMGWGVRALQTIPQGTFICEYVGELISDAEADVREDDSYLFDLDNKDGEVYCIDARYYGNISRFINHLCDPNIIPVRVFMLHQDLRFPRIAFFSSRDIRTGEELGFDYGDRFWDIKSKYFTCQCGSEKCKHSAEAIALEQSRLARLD
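Quantitative HTS format: methyltransferase activity on a biotin-tagged H3K9 peptide is measured by AlphaScreen, using a rabbit anti-monomethyl-H3K9 antibody with streptavidin donor and anti-IgG acceptor beads. Final levels are 20 nM enzyme, 500 nM peptide, 20 uM SAM; 2 h RT.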
ERG-DNA inh: inhibitors of human ERG Ets domain-DNA interaction; fluorescence polarization, His-ERG Ets domain / labelled DNA; Potency, µM (highest dose often 76.9 µM), for inactives: top-dose FP activity, negative = inhibition, most hits filed as inhibitors; 370,000 tested, 0.028% active; AID 624246; active means well fitted inhibition curve with a large enough effect in the polarisation, with a control signal flat; inconclusive means small, poorly fitted or top-dose-only effect, or effect the other way, or a change in a side signal; inactive means no such curve, though single readings can be large or run the other way; the % refers to the polarisation;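 further: polarization taken with two DNA probes labelled with fluorescein and Texas red; potency means the concentration at half of the fitted maximal effect; % of control where 0% means no effect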
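His-tagged ERG Ets domain (1 uM in the protein solution; 300mM KCl, 50mM Tris-HCl, 1mM EDTA, 1mM DTT, pH 7.5) received compound, then a probe mix of 5 nM fluorescein-DNA and 100nM Texas-615-DNA. Fluorescence polarization was read for both dyes.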
BAZ2B block: BAZ2B (human) inhibition; Q9UIF8; AlphaScreen BAZ2B-H3K14Ac peptide displacement; Potency, µM (top dose mostly 114 µM), inactives show at the highest dose activity change, negative = inhibition, actives largely listed as inhibitors; 360,000 tested, 4.4% active; further: potency means the concentration at half of the fitted maximal effect; on the % scale 0 is the no-effect control and ±100 the full control effect; nearly all actives have a fitted effect of over 60% in size
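AlphaScreen luminescence quantifies BAZ2B engagement of H3K14Ac peptide; the protein and biotinylated peptide are both at 50 nM final, buffer PBS pH 7.4 with 0.01% Tween-20, all steps at room temperature.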
GLS inhibitor: inhibitors of human glutaminase (GLS). Potency, µM (top dose mostly 45.5 µM), for inactives: at the top dose activity change, negative = inhibition, actives largely listed as inhibitors. AID 624170. 410,000 tested, 0.21% active. GLS enzymatic activity, qHTS titration; further: potency means the concentration at half of the fitted maximal effect; on the % scale 0 is the no-effect control and ±100 the full control effect
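Compounds were pin-transferred onto hKGA, after which L-glutamine (1 mM solution) and a detection mix of glutamate oxidase, HRP and Amplex Red were added. Initial and 30 min RT fluorescence reads were collected.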
12-LOX inh: inhibitors of human 12S-lipoxygenase ALOX12 | 580,000 tested, 1.1% active | Potency, µM (series often up to 108 µM), for the others: at the highest dose activity change, negative = inhibition, most hits filed as inhibitors | AID 1671190 | P18054 | purified 12hLO, xylenol orange hydroperoxide absorbance; further: potency means the concentration at half of the fitted maximal effect; on the % scale 0 is the no-effect control and ±100 the full control effect
Target sequence (P18054 whole entry, looked up): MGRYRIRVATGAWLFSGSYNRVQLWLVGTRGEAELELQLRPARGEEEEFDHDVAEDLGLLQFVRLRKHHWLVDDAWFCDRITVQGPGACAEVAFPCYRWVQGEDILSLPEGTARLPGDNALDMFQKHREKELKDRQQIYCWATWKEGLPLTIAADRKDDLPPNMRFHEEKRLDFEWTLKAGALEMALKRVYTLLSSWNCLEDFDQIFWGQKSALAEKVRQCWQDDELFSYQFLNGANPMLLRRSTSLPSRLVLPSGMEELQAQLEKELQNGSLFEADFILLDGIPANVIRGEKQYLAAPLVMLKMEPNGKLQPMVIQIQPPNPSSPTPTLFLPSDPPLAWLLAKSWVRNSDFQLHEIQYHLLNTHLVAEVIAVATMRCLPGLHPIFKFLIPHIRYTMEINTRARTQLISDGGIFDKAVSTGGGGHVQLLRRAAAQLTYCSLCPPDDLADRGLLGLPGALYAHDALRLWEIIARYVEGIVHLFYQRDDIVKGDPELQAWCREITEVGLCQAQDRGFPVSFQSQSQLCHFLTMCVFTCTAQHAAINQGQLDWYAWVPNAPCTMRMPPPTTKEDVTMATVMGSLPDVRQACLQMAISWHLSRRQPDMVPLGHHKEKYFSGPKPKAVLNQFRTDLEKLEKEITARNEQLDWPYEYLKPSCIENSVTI
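Hydroperoxide product was detected by ferrous iron/xylenol orange as the 573 to 405 nm absorbance ratio. Arachidonic acid at 40 uM (final) was turned over for 30 min at room temperature by 150 nM human 12hLO, pH 7.0 Hepes buffer, after 15 min compound preincubation.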
RGS4 inhibitor: inhibitors of human regulator of G protein signaling 4; Potency, µM (highest dose often 114 µM), inactives show at the top dose activity change, negative = inhibition, most hits filed as inhibitors; P49798; AID 504845; 390,000 tested, 0.039% active; Transcreener GDP fluorescence polarization, RGS4-accelerated GTP hydrolysis; further: potency means the concentration at half of the fitted maximal effect; on the % scale 0 is the no-effect control and ±100 the full control effect; nearly all actives have a fitted effect of over 75% in size; some results filed as inactive show a strong effect at the top dose
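MLSMR compounds (23 nl, pin-transferred) preincubated 10 min at room temperature with a 500nM (2x) first reagent, then RGS4 at 900nM (2x) plus Transcreener GDP mix added; fluorescence polarization (620/688 nm) read before and after 90 min at 30 °C.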
Starred values were filed as active, the others as inactive; & = joins results of further samples; [ ] = dose if it differs, or a comment. Unless noted, the call rests on the fitted dose curve; in most records, active means well fitted curve in the direction sought with a large enough effect; inconclusive means small, poorly fitted or top-dose-only effect, or another doubt; inactive means no such curve, though single readings can be large; an effect the other way counts as inactive or inconclusive.

`NCCCCCc1nnc(SCc2ccccc2Cl)o1` gave JMJD2A Tudor -11%, HP1b chromo inh 19%, PI4K2A inh 0, ERG-DNA inh 1%, BAZ2B block 5%, GLS inhibitor -3%, 12-LOX inh -22% and RGS4 inhibitor -4%.
`CCN(CC(=O)Nc1ccc(OC)cc1)C(=O)c1ccc2ccccc2c1` gave JMJD2A Tudor -9%, HP1b chromo inh 15%, PI4K2A inh -4, ERG-DNA inh -2%, GLS inhibitor 1%, 12-LOX inh inconclusive and RGS4 inhibitor -24%.
O=C(Nc1ccccc1C(=O)O)c1cc(S(=O)(=O)N2CCCCCC2)ccc1Cl was read as JMJD2A Tudor -8%, HP1b chromo inh 0%, PI4K2A inh -1, G9a inh -21%, ERG-DNA inh 7%, BAZ2B block 1%, GLS inhibitor -1%, 12-LOX inh -21% and RGS4 inhibitor 5%.
Screening CC(C)(C)CC(=O)Nc1ccc(S(=O)(=O)N2CCCC2)cc1 returned JMJD2A Tudor inconclusive, HP1b chromo inh -5%, PI4K2A inh -2, G9a inh -10%, ERG-DNA inh -2%, BAZ2B block -9%, GLS inhibitor 3%, 12-LOX inh 10% and RGS4 inhibitor -18%.
Screening O=c1nc(/C=C/c2cc([N+](=O)[O-])ccc2Cl)cc(C(F)(F)F)[nH]1 returned JMJD2A Tudor -29%, HP1b chromo inh 17%, PI4K2A inh -12, G9a inh inconclusive, ERG-DNA inh 0%, BAZ2B block inconclusive, GLS inhibitor 5%, 12-LOX inh inconclusive and RGS4 inhibitor inconclusive.
Screening CN1CCc2c(n(CC(O)CN3CCN(CCO)CC3)c3ccccc23)C1=O (configuration not stated) returned JMJD2A Tudor -9%, HP1b chromo inh 52%[activator], PI4K2A inh -1, G9a inh inconclusive, ERG-DNA inh -5%, BAZ2B block -32%, GLS inhibitor 13%, 12-LOX inh -8% and RGS4 inhibitor -19%.
`Cc1ccc2c(C)c(C(=O)N(Cc3ccc(N(C)C)cc3)C3CCS(=O)(=O)C3)oc2c1` (configuration not stated) gave JMJD2A Tudor 25µM*, HP1b chromo inh inconclusive, PI4K2A inh -2, ERG-DNA inh -11%, BAZ2B block 13µM*, GLS inhibitor 13%, 12-LOX inh -15% and RGS4 inhibitor 2%.
For COc1ccc(OC)c(Nc2nc(-c3ccccc3O)nc3ccccc23)c1 the results were JMJD2A Tudor -1%, HP1b chromo inh 44%[activator], PI4K2A inh 1, G9a inh -40%, ERG-DNA inh -2%, BAZ2B block -28%, GLS inhibitor 9%, 12-LOX inh -16%&-7% and RGS4 inhibitor -32%.
For COC(=O)c1ccc(CNC(=O)c2ccc3oc(C(C)C)nc3c2)cc1 the results were JMJD2A Tudor -3%, HP1b chromo inh 33%, PI4K2A inh -2, G9a inh 29%, ERG-DNA inh 9%, BAZ2B block -5%, GLS inhibitor -2%, 12-LOX inh 4% and RGS4 inhibitor -9%.
O=c1c2ccccc2c2ccccc2c(=O)n1-c1ccccc1 was read as JMJD2A Tudor -4%, HP1b chromo inh 7%, PI4K2A inh 4, G9a inh 50µM*, ERG-DNA inh -6%, BAZ2B block -25%, GLS inhibitor -3%, 12-LOX inh -5% and RGS4 inhibitor -16%.
Cc1cc(=O)oc2cc(OCC(=O)OCC(=O)Nc3ccc4ccccc4c3)ccc12 was read as JMJD2A Tudor -11%, HP1b chromo inh 31%, PI4K2A inh 1, G9a inh inconclusive, ERG-DNA inh -2%, BAZ2B block -8%, GLS inhibitor 1%, 12-LOX inh inconclusive and RGS4 inhibitor -28%.
O=C(O)c1cc(S(=O)(=O)Nc2ccc(N3CCCCC3)cc2)ccc1Cl was read as JMJD2A Tudor -30%, HP1b chromo inh 10%, PI4K2A inh -3, G9a inh -18%[59 µM], ERG-DNA inh -1%, BAZ2B block -32%, GLS inhibitor 1%, 12-LOX inh -12% and RGS4 inhibitor -10%.
Screening CC1CCCCC1NC(=O)Cn1nnc(-c2ccc(Cl)cc2)n1 (configuration not stated) returned JMJD2A Tudor -10%, HP1b chromo inh 0%, PI4K2A inh -2, G9a inh -28%, BAZ2B block -3%, GLS inhibitor 9%, 12-LOX inh 2%[57.4 µM] and RGS4 inhibitor -19%.
`O=[N+]([O-])c1ccc2c(c1)ncn2-c1ccccc1` gave JMJD2A Tudor -9%, HP1b chromo inh 15%, PI4K2A inh 1, G9a inh -9%, ERG-DNA inh -7%, BAZ2B block 1%, GLS inhibitor 1%, 12-LOX inh -10% and RGS4 inhibitor 7%.
Screening COc1ccccc1NS(=O)(=O)c1cc(C(=O)N2CCCC2)ccc1F returned JMJD2A Tudor -8%, HP1b chromo inh 37%, PI4K2A inh 3, G9a inh -3%[0.501 µM], ERG-DNA inh 4%, BAZ2B block 0%, GLS inhibitor 1%, 12-LOX inh -26% and RGS4 inhibitor -15%.
For CC(OC(=O)c1cccs1)C(=O)NCc1ccco1 (configuration not stated) the results were JMJD2A Tudor -6%, HP1b chromo inh 37%[activator], PI4K2A inh 4, G9a inh -10%[59 µM], ERG-DNA inh 3%, BAZ2B block 14%, GLS inhibitor 8%, 12-LOX inh 5% and RGS4 inhibitor 13%.
For CCOC(=O)c1nn(-c2ccc3c(c2)CCN3C(C)=O)cc1O the results were JMJD2A Tudor -8%, HP1b chromo inh 25%, PI4K2A inh 0, G9a inh -39%, BAZ2B block -5%, GLS inhibitor 0%, 12-LOX inh -19% and RGS4 inhibitor 5%.
`O=C(c1cc2ccccc2o1)N1CCC(N2CCC(C(=O)N3CCCC3)CC2)CC1` gave JMJD2A Tudor 8%[11.4 µM], HP1b chromo inh 54%[activator], PI4K2A inh 0, G9a inh -9%, ERG-DNA inh -14%, BAZ2B block -4%, GLS inhibitor -5%, 12-LOX inh 1% and RGS4 inhibitor -6%.
Screening COc1ccc2ccccc2c1/C=N\NC(=O)c1cccnc1 returned JMJD2A Tudor -3%, HP1b chromo inh 29%, PI4K2A inh -1, ERG-DNA inh -2%, GLS inhibitor 0%, 12-LOX inh 0% and RGS4 inhibitor 2%.
CCOc1ccc(C(=O)NC(=S)Nc2cccnc2)cc1 was read as JMJD2A Tudor -7%, HP1b chromo inh 20%, PI4K2A inh -1, G9a inh inconclusive, ERG-DNA inh -2%, BAZ2B block -14%, GLS inhibitor 1%, 12-LOX inh -26% and RGS4 inhibitor -28%.
For COc1ccc(C(N)=O)c(OCC(=O)Nc2cc(C)on2)c1 the results were JMJD2A Tudor 0%, HP1b chromo inh 38%, PI4K2A inh -2, G9a inh 2%[12.7 µM], ERG-DNA inh -3%, BAZ2B block 1%, GLS inhibitor 1%, 12-LOX inh 11% and RGS4 inhibitor -9%.
Screening N#Cc1cccc(-c2nnc(SCc3ccccc3C#N)o2)c1 returned JMJD2A Tudor -11%[57.1 µM], HP1b chromo inh 43%[activator], PI4K2A inh 3, G9a inh inconclusive, ERG-DNA inh 2%, BAZ2B block 39%[activator], GLS inhibitor 6%, 12-LOX inh inconclusive and RGS4 inhibitor -38%[56.9 µM].
`COC(=O)[C@@H](NC(=O)NC1CCCc2ccccc21)C(C)C` (some centres not stated) gave JMJD2A Tudor -20%, HP1b chromo inh 19%, PI4K2A inh 5, G9a inh 0%[59 µM], ERG-DNA inh -12%, BAZ2B block 2%, GLS inhibitor -2%, 12-LOX inh -15% and RGS4 inhibitor -23%.
Screening O=C(O)c1cccc(N=NN2CCOCC2)c1 returned JMJD2A Tudor -7%, HP1b chromo inh 38%[activator], PI4K2A inh -3, G9a inh 16µM*, ERG-DNA inh -2%, BAZ2B block -23%, GLS inhibitor 2%, 12-LOX inh -28% and RGS4 inhibitor -11%.
`Clc1ccc(CSc2nc3ccncc3[nH]2)cc1` gave JMJD2A Tudor -12%, HP1b chromo inh 29%, PI4K2A inh -15, G9a inh inconclusive, ERG-DNA inh 4%, BAZ2B block -1%, GLS inhibitor 6%, 12-LOX inh -3% and RGS4 inhibitor -6%.
CCOC(=O)Cc1csc(NC(=O)C(C)c2ccc([N+](=O)[O-])cc2)n1 (configuration not stated) was read as JMJD2A Tudor -12%, HP1b chromo inh 1%, PI4K2A inh 1, G9a inh inconclusive, ERG-DNA inh 3%, BAZ2B block -18%, GLS inhibitor -1%, 12-LOX inh -7% and RGS4 inhibitor 8%.
For CCCCn1c(N)c(N(CCOC)C(=O)CCS(=O)(=O)c2ccc(Cl)cc2)c(=O)[nH]c1=O the results were JMJD2A Tudor -5%, HP1b chromo inh 5%, PI4K2A inh -3, G9a inh -38%, ERG-DNA inh -9%, BAZ2B block 2%, GLS inhibitor 5%, 12-LOX inh -7% and RGS4 inhibitor 27%.
COc1ccc(OC2CCN(S(=O)(=O)c3ccc(OC)cc3)CC2)cc1 was read as JMJD2A Tudor -14%&-27%, HP1b chromo inh 15%&49%, PI4K2A inh -7&-1, G9a inh 20%, ERG-DNA inh 12%&3%, BAZ2B block -7%&-7%, GLS inhibitor -7%&-4%, 12-LOX inh 13%&-14% and RGS4 inhibitor -14%&-23%.

The list is partial; count on the stated rates, not on these rows.
